# Screens from PubChem BioAssay.
# DENV2 CPE rescue – inhibitors of DENV2 cytopathic effect, primary screen, cell-based, plate reader, single concentration | DENV2-infected cells, cytopathic effect rescue | CPE inhibition, % at 9.99 µM | 350,000 compounds, 1.7% hits | AID 651640, 2012; in the data active = CPE inhibition above about 20%, passing the limit was not always enough; inconclusive = no clear call, values can overlap the other calls; tested in BHK-21 cells;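 also: 0% = median of neutral control wells and 100% = median of positive control wells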
# PAX8 inh HTS – inhibitors of PAX8-driven TPO luciferase reporter, primary screen, RMG-I cells, single concentration; 360,000 compounds, 1.2% hits; SteadyGlo, 24 h; inhibition, % at 12.6 µM;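 active = mean replicate inhibition at least 60% with every replicate also reaching 60%; inconclusive = only one of the two criteria is met; inactive = mean below 60% and not all replicates reaching 60%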;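 also: luciferase light reporting Pax8 driven TPO promoter activity; plate controls were median of neutral control wells for no effect and mitoxantrone controls for full effect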
# EWS-Fli inh – EWS/Fli-driven NR0B1 reporter inhibitors, primary screen, A673 cells, NR0B1 luciferase, luminescence, MLPCN library | viability-normalised | inhibition, % at 12.6 µM | 350,000 compounds, 0.67% hits | AID 651661, 2012;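 active = mean inhibition of at least 50% after viability correction, with every replicate also passing that limit; inconclusive = mean reaches 50% but only one of two replicates passes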;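 also: firefly luciferase signal divided by Alamar Blue viability fluorescence both relative to DMSO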
# FN deposition inh – inhibitors of fibronectin matrix deposition, primary screen, AH1F cells, Alexa488-fibronectin fluorescence, plate reader. AH1F fibroblasts, overnight. inhibition, % at 12.6 µM. 350,000 compounds, 0.086% hits. AID 743247, 2014;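 active = mean inhibition across replicates of 30% or more, regardless of how many single replicates reach that level; inconclusive = mean under 30% yet at least half of replicates reach 30%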;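 also: positive control wells lacked labelled fibronectin entirely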
#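 material = AH1F fibroblast monolayer depositing Alexa488-labelled fibronectin into matrix | amount = 10000 AH1F cells/well | buffer or medium = DMEM plus 2% serum, read in PBS | incubation = 1 h cell adhesion before compound, then overnight fibronectin incubation | detection = fluorescence at 485 nm excitation, 525 nm emission | evaluation = percent inhibition as loss of matrix-bound fibronectin fluorescence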
# INS-1E GSIS act – GLuc luminescence reporter in INS-1E cells, primary screen for activators of glucose-dependent secretion of insulin. AID 743287, 2014. INS-1E GLuc reporter insulin secretion, 2-3 h. activation, % at 16.6 µM. 370,000 compounds, 0.61% hits;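 active = lowest replicate activation of at least 40%, so every replicate reaches that level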;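 also: 0% = median of neutral control wells and 100% = median of IBMX positive control wells; some compounds called inactive have numbers as strong as hits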
# F508del corr – F508del CFTR correction, initial screen, CFBE line, single point. CFBE cells, YFP halide quenching; stimulated with forskolin plus potentiator P3; % fluorescence drop versus neutral controls. activity (quench increase), % at 7.58 µM. 350,000 compounds, 0.36% hits;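 active = mean added fluorescence quench of at least 8% versus neutral control, with both replicates also reaching 8%; inconclusive = only one of the mean or replicate conditions met; inactive = mean below 8% and not both replicates reaching 8%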;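 also: cells transiently co-express mutant CFTR-F508del with the halide-sensitive YFP; corrector assay measuring rescue of mutant channel to the surface after 24 h compound exposure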
# miR122 inh – miR-122 Renilla sensor signal increase in Huh7, primary screen, miR-122 inhibitor project, cell-based, single point, plate reader; activation (reporter increase), % at 12.5 µM; 340,000 compounds, 0.3% hits; Huh7 miR-122 Renilla luciferase sensor, 48 h; neutral wells = 0, positive control = 100;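 active = mean replicate activation score at least 90 and every replicate individually at or above 90; inconclusive = only one of the two criteria met; inactive = neither criterion met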;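 also: higher luciferase means less miR-122 activity so hits act as miR-122 inhibitors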
# Starred values were filed as active, the others as inactive; ? = inconclusive; nt = not tested or not shown; [ ] = remark or other dose.
SMILES,DENV2 CPE rescue,PAX8 inh HTS,EWS-Fli inh,FN deposition inh,INS-1E GSIS act,F508del corr,miR122 inh
CCCCN(Cc1cc2cc(C)ccc2[nH]c1=O)C(=O)c1ccccn1,-2.8,21.3,-0.3,-2.8,8.5,1.8,4.3
C[C@H]1CN([C@@H](C)CO)C(=O)Cc2cc(NC(=O)Cn3cnnn3)ccc2O[C@H]1CN(C)S(=O)(=O)c1ccccc1,-4.3,-2.1,-5.9,nt,10.0,-4.2,5.4[16.7 µM]
O=C(O)c1ccc2c(=O)n3c(nc2c1)/C(=C/c1ccc(C(F)(F)F)cc1)CC3,7.6,0.8,7.1,-12.5,-12.5,-0.2,-0.6
CCOc1ccc(N=C(C)c2ccccc2O)cc1,-1.9,36.0,-8.7,-18.4,-5.9,-1.0,44.3
CCn1nc(C(C)C(=O)O)c2ccccc2c1=O (stereo not drawn),-0.2,7.3,-20.2,2.0,13.7,-0.6,-4.3
CC(C)NC(=O)N(C)C[C@@H]1OCCCC[C@H](C)Oc2ccc(NS(=O)(=O)c3ccc(F)cc3)cc2C(=O)N([C@@H](C)CO)C[C@@H]1C,7.9,-5.1,-14.6,-10.9,-1.0,-3.1,5.2[16.7 µM]
O=C(COc1ccccc1)NCCc1nc2ccccc2[nH]1,nt,-23.0,nt,-6.2,nt,nt,-5.3
CO[C@@H]1CN(C)C(=O)c2ccc(NC(=O)c3ccccn3)cc2OC[C@@H](C)N(C(=O)C2CCCC2)C[C@H]1C,-1.2,-20.1,-2.2,nt,nt,1.2,8.5[16.7 µM]
O=C(CCC(=O)c1cccs1)OCc1nnc(-c2ccccc2)o1,nt,19.4,nt,-4.9,nt,nt,-2.8
CCc1ccc(C(=O)NNC(=O)CCN2CCN(Cc3ccccc3)CC2)cc1,1.6,13.0,17.0,-4.1,11.6,-1.5,nt
CCCCn1c(N)c(N(CCC(C)C)C(=O)C2CC(=O)N(c3ccc(OC)cc3OC)C2)c(=O)[nH]c1=O (stereo not drawn),-6.2,-2.7,-4.9,-1.2,19.5,-0.1,nt
Cc1noc(C)c1S(=O)(=O)Nc1ccc2c(c1)C(=O)N([C@@H](C)CO)C[C@@H](C)[C@@H](CN(C)Cc1ccc3c(c1)OCO3)OCCCC[C@H](C)O2,-9.4,7.0,-4.8,nt,-4.3,2.8,-9.1[16.7 µM]
COc1ccc2c3c(n(C(=O)OC(C)(C)C)c2c1)C1CC=C(COC(C)=O)CN1CC3 (stereo not drawn),-8.4,-5.3,-10.2,0.0,9.0,-1.5,nt
CSc1ccccc1NC(=O)CSCc1nc2sc(C)c(C)c2c(=O)[nH]1,-6.1,4.1,1.2,3.4,12.0,-0.2,nt
CCC(=O)N1CC2(C1)[C@@H](c1ccccc1)[C@@H](CO)N2S(=O)(=O)Cc1ccccc1,-11.0,-2.9,-10.8,nt,1.4,-0.9,nt

# Four entries already listed, arranged by molar mass, low to high:
SMILES,DENV2 CPE rescue,PAX8 inh HTS,EWS-Fli inh,FN deposition inh,INS-1E GSIS act,F508del corr,miR122 inh
CCCCN(Cc1cc2cc(C)ccc2[nH]c1=O)C(=O)c1ccccn1,-2.8,21.3,-0.3,-2.8,8.5,1.8,4.3
CCc1ccc(C(=O)NNC(=O)CCN2CCN(Cc3ccccc3)CC2)cc1,1.6,13.0,17.0,-4.1,11.6,-1.5,nt
COc1ccc2c3c(n(C(=O)OC(C)(C)C)c2c1)C1CC=C(COC(C)=O)CN1CC3 (stereo not drawn),-8.4,-5.3,-10.2,0.0,9.0,-1.5,nt
Cc1noc(C)c1S(=O)(=O)Nc1ccc2c(c1)C(=O)N([C@@H](C)CO)C[C@@H](C)[C@@H](CN(C)Cc1ccc3c(c1)OCO3)OCCCC[C@H](C)O2,-9.4,7.0,-4.8,nt,-4.3,2.8,-9.1[16.7 µM]

# Rewritten as labelled records: part of the list above
> COc1ccc2c3c(n(C(=O)OC(C)(C)C)c2c1)C1CC=C(COC(C)=O)CN1CC3 (stereo not drawn)
  DENV2 CPE rescue: -8.4	PAX8 inh HTS: -5.3	EWS-Fli inh: -10.2	FN deposition inh: 0.0	INS-1E GSIS act: 9.0	F508del corr: -1.5	miR122 inh: nt

> CSc1ccccc1NC(=O)CSCc1nc2sc(C)c(C)c2c(=O)[nH]1
  DENV2 CPE rescue: -6.1	PAX8 inh HTS: 4.1	EWS-Fli inh: 1.2	FN deposition inh: 3.4	INS-1E GSIS act: 12.0	F508del corr: -0.2	miR122 inh: nt

# Further entries:
SMILES,DENV2 CPE rescue,PAX8 inh HTS,EWS-Fli inh,FN deposition inh,INS-1E GSIS act,F508del corr,miR122 inh
COc1cc(OC)c2c(c1C(CCN1CCOCC1)c1ccc(N(C)C)cc1)OC(=O)CC2c1ccc(N(C)C)cc1 (stereo not drawn),4.4,4.5,4.3,-6.1,-23.5,1.6,2.7
CSc1ccccc1NC(=O)CN1c2ccccc2CC1C (stereo not drawn),-0.4,25.8,-2.4,-7.6,7.7,-0.9,2.5
CCC(=O)NC[C@@H]1[C@@H](c2ccc(C3=CCCCC3)cc2)[C@@H](CO)N1C(=O)C1CC1,3.8,nt,nt,-2.6,-3.6,1.1,nt
Cc1ccccc1CC(=O)Nc1cc(C(C)(C)C)on1,4.3,-44.6,-40.5,-2.7,-3.4,-0.7,2.7
Cc1ccc(S(=O)(=O)N(C)C[C@@H]2Oc3ccc(NC(=O)CCCCCC(=O)Nc4ccccc4N)cc3CC(=O)N([C@@H](C)CO)C[C@H]2C)cc1,-9.4,21.8,2.8,nt,5.3,-3.7,-4.4[16.7 µM]
C[C@@H]1CN([C@H](C)CO)S(=O)(=O)c2ccc(C#Cc3ccncc3)cc2O[C@@H]1CN(C)C(=O)C1CCCCC1,1.0,45.6,-1.2,nt,-19.6,1.9,-16.2[16.7 µM]
CC(C)C1COS(=O)(=O)NC1CC(=O)SC(C)(C)C (stereo not drawn),?,14.0,-1.9,-5.2,-7.7,2.0,63.3
c1ccc(COC(CN2CCCCCC2)CN2CCCCCC2)cc1,-2.1,12.8,5.6,5.2,28.6,1.4,nt
CCC(=O)NC(c1ccco1)c1cc(Br)c2cccnc2c1O (stereo not drawn),0.9,35.3,12.9,7.0,6.7,-0.6,5.2
COc1ccc(NC(=O)N(C)C[C@@H]2Oc3ccc(NC(=O)CCN4CCOCC4)cc3CC(=O)N([C@@H](C)CO)C[C@@H]2C)cc1,3.4,7.9,-3.8,nt,19.0,-0.9,9.4[16.7 µM]
COCc1cn(CC[C@H]2CC[C@H](NC(=O)c3ccncc3)[C@H](CO)O2)nn1,-1.4,-7.4,0.0,10.4,27.6,0.7,nt
Cc1cccc(NC(=S)NNC(=O)c2csc(C)c2)c1,2.2,-142.5,-17.9,nt,-1.1,nt,nt
N=C1C(c2nc3ccccc3s2)=C(O)CN1NC(=O)c1c[nH]c2ccccc12,1.7,2.6,6.8,-8.0,1.1,2.1,nt
COc1cc(/C=C2\SC(=O)N(Cc3ccc(F)cc3)C2=O)cc([N+](=O)[O-])c1O,15.0,21.1,4.5,nt,-2.9,1.6,-9.7
COc1ccc(-n2c(SCC(=O)Nc3ccc(C(N)=O)cc3)nc3ccccc3c2=O)cc1OC,0.1,0.8,17.1,8.0,-7.1,-7.6,1.0
Cc1ccc(S(=O)(=O)C2(C(=O)NCc3ccccc3Cl)CC2)cc1,9.6,-0.3,-3.3,0.6,10.8,-2.6,9.0
COc1ccc(C(CNC(=O)c2ccc(C)c(S(=O)(=O)Nc3ccccc3OC)c2)N2CCCC2)cc1 (stereo not drawn),19.1,-3.3,-2.1,10.8,-44.3,-0.8,-0.3
COc1ccc(Cl)cc1NS(=O)(=O)c1cccc(C(=O)NCC(c2ccco2)N2CCCC2)c1 (stereo not drawn),0.9,-19.7,-4.5,-5.2,-30.1,-0.9,nt
CN(C)c1ccc(-c2[nH][nH]c(=O)c2NC(=O)c2ccccn2)cc1,2.6,-21.7,18.7,-6.6,3.5,-4.4,-1.7
O=C(NNC(=O)c1cccc2ccccc12)c1ccc(F)cc1,9.3,-40.9,-18.2,0.0,nt,2.8,-1.4
O=C(NCc1ccc2c(c1)OCO2)C(=O)NC1CCCCC1,nt,-22.6,nt,4.7,nt,nt,-6.3
CC(C)NC(=O)N(C)C[C@H]1OCCCC[C@H](C)Oc2ccc(N(C)C)cc2C(=O)N([C@H](C)CO)C[C@H]1C,1.7,-7.2,nt,nt,nt,1.5,-10.7[16.7 µM]
CN(C(=O)CSc1nnc(-c2ccccc2)o1)c1c(N)n(Cc2ccccc2)c(=O)[nH]c1=O,4.5,-1.2,-8.0,-12.3,-6.1,-6.0,nt
CCOc1ccccc1Nc1cc2n(c(=O)n1)CCc1cc(OC)c(OC)cc1-2,5.2,6.9,0.2,21.7,76.1*,3.7,nt
Cc1n[nH]c(=O)c2c(NC(=O)CSc3nncs3)oc(C)c12,-3.2,-26.7,-0.5,-6.8,-18.7,-3.8,nt
Cc1csc(SCC(=O)Nc2ccc3c(c2)OCCO3)n1,-6.1,-55.4,-52.6,4.8,0.3,0.1,nt
C[C@@H]1CN([C@H](C)CO)S(=O)(=O)c2ccc(-c3ccccc3F)cc2O[C@@H]1CN(C)Cc1ccncc1,-7.0,nt,11.2,-9.1,-16.4,3.0,5.1[16.7 µM]
COc1ccc(-c2nnn(CC(=O)N(CC(=O)NC3CCCC3)c3ccccc3)n2)cc1OC,16.4,11.4,7.1,-5.0,1.2,-0.2,nt
CC1CC(C)CN(C(=O)CCNC(=O)c2ccccc2Cl)C1 (stereo not drawn),-5.7,-0.3,nt,-1.6,-1.3,-0.4,-3.4
O=C(c1ccc(S(=O)(=O)c2ccccc2Cl)c([N+](=O)[O-])c1)N1CCN(Cc2ccccc2)CC1,-7.0,24.5,33.4,6.3,-34.0,3.2,nt
O=[N+]([O-])c1ccccc1S(=O)(=O)N1CCCc2ccccc21,8.4,22.0,-5.3,-2.4,-27.1,2.0,2.6
CCCCC(=O)Nc1nc(-c2ccc(S(=O)(=O)N3CCOCC3)cc2)cs1,-2.0,34.7,18.9,-0.9,-27.8,-0.7,-6.8
CC(CNC(=O)CCn1ccc2cc(S(=O)(=O)N3CCCC3)ccc21)c1ccccc1 (stereo not drawn),5.3,8.2,nt,0.9,-23.7,-1.0,2.1
CC(=O)N(C)Cc1ccc(C(=O)CCl)cc1,0.0,-5.9,7.0,2.4,0.8,-2.4,nt
O=C(O)CCN1C(=O)NC2(CCCC2)C1=O,nt,-17.6,nt,3.7,nt,nt,-2.0
O=C1CC(c2ccc3ccccc3c2)NN1 (stereo not drawn),2.6,9.6,8.4,-3.2,0.0,-5.6,-1.8
C[C@H](CO)N1C[C@H](C)[C@@H](CN(C)C(=O)Nc2cc(F)ccc2F)Oc2cc(-c3cccc(F)c3)ccc2S1(=O)=O,4.4,nt,19.4,nt,-21.4,-1.9,20.8[16.7 µM]
Cc1ccccc1S(=O)(=O)N1[C@H](C#N)[C@@H](c2ccccc2)[C@H]1CO,-2.2,-3.7,-11.1,1.0,21.6,-2.8,nt
CC(C#Cc1ccc2c(c1)COc1c3ccccc3nn1-2)OC(C)(C)C (stereo not drawn),nt,-107.7,-26.4,-0.5,29.2,-3.6,2.7
CC(C)(C)[S@@](=O)N1Cc2cc(C(=O)NC3CCC3)nc(-c3cccc(-c4ccccc4F)c3)c2[C@H]1CCO,0.6,4.7,5.3,7.2,-14.2,1.3,nt
O=C(NCc1cccs1)C1CC(O)CN1C(=O)Nc1ccccc1 (stereo not drawn),1.8,2.0,-1.9,-3.3,9.2,-2.6,-4.4
Cc1ccc(CNC(=O)C(CCC(N)=O)NC(=O)OCc2ccccc2)cc1 (stereo not drawn),nt,-7.9,nt,4.6,1.6,nt,-8.4
